High-throughput results (PubChem BioAssay)
Peg3 prom inh: Peg3 promoter-driven luciferase inhibitors, primary screen, cell-based, HeLa, luciferase luminescence; HeLa PEG-Prom luciferase reporter, overnight; inhibition, % at 20 µM; actives 1.7% (n = 360,000); AID 588405, 2011;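 active = inhibition of at least 50% at 20 µM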
C8 TRAIL sens: viability loss with TRAIL in NB7+C8 cells, primary screen, TRAIL sensitizer project, cell-based, ATPlite luminescence | inhibition (viability loss, TRAIL sensitization), % at 10 µM | actives 1% (n = 360,000);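 active = compounds causing at least 50% loss of cell viability in the single-dose screen, relative to plate controls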
KKLEB cytotox: cytotoxicity in KKLEB CF airway cells, primary screen, cytotoxicity control for CF NF-kB inhibitor project, cell-based, uHTS, fluorescence assay plates. actives 0.36% (n = 360,000). KKLEB CF airway cells viability, ATPlite luminescence, overnight; stronger effect = lower value; cells stimulated with P. aeruginosa culture filtrate. AID 602141, 2011. activity change (cytotoxicity), % at 5 µM;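 active = corrected activity change at or below -50% at 5 µM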
HIF-2a block: HIF-2a reporter inhibitors, primary screen, luminescence, 786-0 RCC cells. 786-0 RCC cells HIF-2a reporter, luciferase luminescence, overnight. inhibition, % at 18.8 µM. actives 0.72% (n = 360,000). AID 624352, 2012;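 active = inhibition of the luminescence signal of 40% or more relative to plate controls, in a single-dose primary screen at 18.75 µM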
CF NFkB inh: inhibitors of PAF-induced NF-kB signaling, primary screen, cell-based, GFP fluorescence, uHTS; inhibition, % at 5 µM; KKLEB NF-kB-GFP reporter, GFP fluorescence overnight; actives 0.86% (n = 360,000);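 active = at least 50% inhibition at 5 µM, scaled per plate between neutral and stimulator controls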;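 note: PAF is a Pseudomonas aeruginosa culture filtrate used as stimulus; plate controls were PAF-stimulated DMSO wells for no effect and unstimulated DMSO wells for full effect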
TWEAK Fn14 block: inhibitors of TWEAK-Fn14 signaling, primary screen, luciferase reporter cells, uHTS; TWEAK-stimulated Fn14 reporter cells, luciferase luminescence, 8 h; inhibition, % at 10 µM; actives 2% (n = 360,000); AID 1159606, 2016; in the data active = inhibition above about 50%
Shn3 3UTR inh: reduction of Shn3 3'UTR firefly luciferase signal, primary screen, Schnurri-3 inhibitor project, cell-based, Clone20 osteoblasts, set 2; Clone20 osteoblast Shn3 3'UTR firefly luciferase, 24 h; inhibition, % at 12.5 µM; actives 0.52% (n = 360,000); AID 588674, 2011;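 active = mean inhibition of at least 75% with every replicate also reaching 75%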;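 note: 0% = median of neutral control wells and 100% = pilot-screen positive control compound; some compounds past the cut are filed as inactive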
TROY NFkB inh: inhibitors of TROY-driven NF-kB signaling, primary screen, Q293 LMP1-TROYcd cells, NF-kB luciferase, uHTS | Q293 LMP1-TROYcd NF-kB luciferase reporter, 4 h | actives 0.98% (n = 360,000) | inhibition, % at 10 µM;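 active = compounds whose plate-normalised and pattern-corrected inhibition of the luciferase reporter signal at the single screening dose is 50% or more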
NR2E3 ag-1: NR2E3 agonists in two-hybrid cells, primary screen, cell-based, luminescence, CHO-S, Gal4-NCOR/VP16-NR2E3 | luciferase | actives 0.35% (n = 360,000) | AID 602229, 2012 | inhibition of corepressor binding, % at 3.98 µM | Photoreceptor-specific nuclear receptor (Homo sapiens), Q9Y5X4;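 active = inhibition above the mean of all tested compounds plus 3 SD, cut at about 70% in these data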;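 note: 0% = DMSO with NR2E3 transfected cells and 100% = cells lacking NR2E3 construct; higher means lower luciferase signal from less NR2E3 corepressor binding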
Target sequence (Q9Y5X4 whole entry, looked up, the tested form may be a part): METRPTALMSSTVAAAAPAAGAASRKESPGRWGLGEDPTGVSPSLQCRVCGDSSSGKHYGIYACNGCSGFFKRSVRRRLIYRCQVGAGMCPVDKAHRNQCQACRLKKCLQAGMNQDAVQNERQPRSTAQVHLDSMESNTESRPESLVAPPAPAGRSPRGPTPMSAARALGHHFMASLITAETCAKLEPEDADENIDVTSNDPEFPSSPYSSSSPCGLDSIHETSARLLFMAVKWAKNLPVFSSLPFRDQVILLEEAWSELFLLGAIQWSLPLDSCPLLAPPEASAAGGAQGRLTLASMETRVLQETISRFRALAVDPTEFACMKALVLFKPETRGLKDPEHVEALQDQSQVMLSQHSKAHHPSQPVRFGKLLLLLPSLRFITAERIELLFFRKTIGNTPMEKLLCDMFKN
TRPM1 prom inh: inhibitors of MITF-dependent TRPM1 promoter reporter, primary screen, cell-based, SK-MEL-5, single point, luciferase. SK-MEL-5 TRPM1 promoter luciferase, 24 h. inhibition, % at 12.5 µM. actives 0.83% (n = 330,000). AID 488899, 2010;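 active = mean inhibition across replicates of 60% or more, whatever share of single replicates reaches that level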; note: values of inactives mirror those of a sister screen read the other way
NR2E3 ag-2: inhibitors of NR2E3-RetCOR corepressor binding, primary screen, NR2E3 agonist project, biochemical, TR-FRET, GST-NR2E3, biotin-RetCOR. Photoreceptor-specific nuclear receptor (Homo sapiens), Q9Y5X4. 1536-well. inhibition of corepressor binding, % at 4.78 µM. actives 0.12% (n = 320,000). AID 2300, 2010;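 active = percent inhibition above the cutoff of mean plus 3 SD of all tested compounds, set per screening campaign, cut at about 20% in these data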;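 note: 0% = DMSO wells and 100% = biotin wells as full block of FRET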
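System: GST-NR2E3 and biotin-RetCOR proteins; probe or stimulus: 7 nM biotin-RetCOR; doses: compound at 4.8 µM, single dose; schedule: Compound–protein incubation for 5 h at 4 °C; detection: time-resolved FRET; read-out: percent inhibition; controls: biotin wells as high control, 0.6% DMSO wells as low control; format: 1536-well plates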
Numbers without * were called inactive; nt = not tested or not shown.

SMILES	Peg3 prom inh	C8 TRAIL sens	KKLEB cytotox	HIF-2a block	CF NFkB inh	TWEAK Fn14 block	Shn3 3UTR inh	TROY NFkB inh	NR2E3 ag-1	TRPM1 prom inh	NR2E3 ag-2
Clc1cccc(-c2csc(Nc3cccnc3)n2)c1	-103	-3	6	-188	13	-9	-22	-16	-38	-13	-2
CSc1cc(-c2ccccc2)n(Cc2ccccc2Cl)c(=O)c1C#N	16	9	-4	19	7	3	20	10	8	4	3
COc1ccc(-c2cnc3c(NC=O)cc(-c4ccoc4)cn23)cc1OC	32	9	-24	21	24	7	15	-3	9	nt	nt
COc1ccc(C(=O)NC(C)c2nnc(SCC(=O)NC3CCCC3)n2C)cc1 (stereo not drawn)	4	-6	8	15	8	-4	15	20	-19	5	4
CCN(CC(=O)NCc1cccs1)c1ccc(S(=O)(=O)N2CCN(C)CC2)cn1	5	-1	4	11	2	21	-1	-2	-14	5	-2
O=C(C1CCCO1)N1CCN(C(=S)Nc2ccccc2F)CC1 (stereo not drawn)	-1	0	4	24	21	19	-26	15	5	3	-2
COc1ccccc1N1CCN(/N=C/c2ccc(OC)c(OC)c2OC)CC1	-36	-15	-7	-35	-16	-16	3	-4	9	-9	2
Cc1cc(Br)cc(Cl)c1OCC(=O)NC(=O)NCc1ccccc1	14	-5	-1	6	1	4	-4	0	-6	-3	4
CCCCS(=O)(=O)N1CCCC(C(=O)N2CCOCC2)C1 (stereo not drawn)	10	-5	8	26	8	13	2	16	12	0	2
CC(C)Nc1nc(NC(C)C)nc(NS(=O)(=O)c2ccc(N)cc2)n1	18	-10	2	5	-14	-6	-4	-15	7	11	3
Cn1nccc1C(=O)Nc1sc2c(c1C(N)=O)CCCC2	-124	16	4	-156	6	5	-35	9	-27	-8	1
COc1cccc(CCNC(=O)C2CCC(=O)N(C3CC3)C2)c1OC (stereo not drawn)	9	-4	-12	3	10	6	-6	-35	-8	-13	nt
COc1ccc(N=C2SCC(=O)N2CCc2ccc(OC)c(OC)c2)cc1	21	3	-8	13	9	-4	10	13	0	9	0
Cc1oc(-c2ccccc2F)nc1CS(=O)CC(=O)NCc1cccs1 (stereo not drawn)	8	-3	21	-3	-26	-7	-17	8	-2	13	1
NC(=O)CS(=O)(=O)c1nc2ccccc2n1Cc1ccccn1	10	-39	-6	6	22	-18	9	3	-21	2	-5
CCCN(C(=O)COc1ccc(Cl)cc1Cl)c1c(N)n(Cc2ccccc2)c(=O)[nH]c1=O	20	-4	4	1	21	-8	6	15	14	-7	4
COc1ccc(-c2noc(CCC(=O)N3CCN(c4ccc(Br)cc4)CC3)n2)cc1	15	4	5	2	22	-13	5	12	-18	5	nt
Cc1ccc(Nc2nc(N)nc(N)c2N=O)cc1C	-8	7	-25	-85	28	18	-1	16	12	nt	nt
CCOC(=O)Nc1ccc2c(COC(=O)CNS(=O)(=O)c3cccc(Br)c3)cc(=O)oc2c1	-30	-2	-7	-25	0	-20	-7	8	-10	-27	10
O=C(NC(=S)NCc1ccc2c(c1)OCO2)c1ccccc1	-8	-6	-8	-40	4	11	0	-2	-45	4	1

Ordered by length of the SMILES (low to high): part of the list above.
SMILES	Peg3 prom inh	C8 TRAIL sens	KKLEB cytotox	HIF-2a block	CF NFkB inh	TWEAK Fn14 block	Shn3 3UTR inh	TROY NFkB inh	NR2E3 ag-1	TRPM1 prom inh	NR2E3 ag-2
NC(=O)CS(=O)(=O)c1nc2ccccc2n1Cc1ccccn1	10	-39	-6	6	22	-18	9	3	-21	2	-5
COc1cccc(CCNC(=O)C2CCC(=O)N(C3CC3)C2)c1OC (stereo not drawn)	9	-4	-12	3	10	6	-6	-35	-8	-13	nt
COc1ccc(N=C2SCC(=O)N2CCc2ccc(OC)c(OC)c2)cc1	21	3	-8	13	9	-4	10	13	0	9	0

(more compounds)
SMILES	Peg3 prom inh	C8 TRAIL sens	KKLEB cytotox	HIF-2a block	CF NFkB inh	TWEAK Fn14 block	Shn3 3UTR inh	TROY NFkB inh	NR2E3 ag-1	TRPM1 prom inh	NR2E3 ag-2
O=C(O)c1ccccc1N/C=C\[N+](=O)[O-]	3	-4	9	4	8	1	-2	2	-9	8	-1
CN(C)c1ccnc(SCc2ccccc2Cl)c1C#N	-70	-6	-4	-186	-2	-44	-27	-59	-29	-1	-3
O=C1CC(c2ccccc2)CC(O)=C1C=NCc1ccccc1Cl (stereo not drawn)	24	29	-29	21	25	12	-15	21	-28	32	3
COc1c(OC2OC(C(=O)O)C(O)C(O)C2O)cc(O)c2c(=O)cc(-c3ccccc3)oc12 (stereo not drawn)	-13	-11	8	11	-8	-4	-80	8	-24	6	-2
CCCCC(=O)N(C)c1c(C)nc2ccc(C(=O)Nc3cccc(OC)c3)cn12	-12	-9	1	-26	0	9	-4	-16	2	nt	nt
NS(=O)(=O)c1ccc(CCNC(=O)c2cc(=O)[nH]c3ccccc23)cc1	9	2	-5	7	6	16	-14	5	-14	-13	4
O=C(NCCO)c1ccc(-c2cnc3cccnn23)cc1	-22	-9	2	-16	23	3	7	4	-7	nt	nt
COc1ccc2c(c1OC)C(=O)O[C@@H]2[C@H]1c2c(cc3c(c2OC)OCO3)CCN1C	-1	13	6	8	-1	-2	1	-1	-36	-11	-3
CCC1(CC)NC(=O)N(CC(=O)OCc2nc3cc(C(=O)OC)ccc3c(=O)[nH]2)C1=O	3	-13	14	13	5	-23	-28	-5	-16	-12	0
CC(C)[C@@H]1Cc2[nH]c(=S)[nH]c(=O)c2[C@H](CCc2ccccc2)O1	nt	-5	nt	-7	nt	-22	nt	-3	-17	nt	nt
CN(C)c1ccc(NC(=S)NC23CC4CC(CC(C4)C2)C3)cc1	-75	-16	2	-191	15	16	24	32	-28	-44	-1
O=C1COc2ccc(S(=O)(=O)NCc3ccccc3)cc2N1	6	11	3	6	-6	-4	-1	-6	0	13	2
Cc1cc(Cl)ccc1NNC(=O)c1cccs1	12	0	-3	18	11	3	8	12	6	4	-6
Cc1nc2ccc3nc(NC(=O)c4ccc5c(c4)OCCO5)sc3c2s1	-27	-2	2	-82	-1	-27	-12	-39	-36	-18	-160
CCOC(=O)C1(CCCc2ccccc2)CCN(C(=O)CCOC)CC1	8	4	1	-9	19	5	11	-6	17	-1	0
[O-]/C(=C(\C(=S)Nc1cccc2ccccc12)[n+]1ccccc1)c1ccc(Cl)s1	-17	-6	1	-6	-4	13	16	44	-18	12	4
CC(C)Oc1ccc(N2CC(C(=O)Nc3ccccc3C(=O)NC3CC3)CC2=O)cc1 (stereo not drawn)	12	-8	-20	3	-26	3	0	-13	31	10	3
O=C(COc1ccccc1C(=O)NCc1ccncc1)Nc1ccc(Br)cc1	-14	-4	-7	-21	4	-20	9	-24	-18	8	0
Cc1cccc(SCC(=O)Nc2ccc3c(c2)OCCO3)c1	-346	4	2	-213	-5	-8	-55	-39	4	-68	2
CN(Cc1ccccc1)C(=O)c1cccc(NC(=O)Cc2cccc(NC(=O)C3CCN(C(=O)C4CCC4)CC3)c2)c1	-12	3	6	7	2	0	-4	22	5	-2	nt
COc1ccc(C(C)(C)C)cc1NC(=O)CCNC(=O)c1ccco1	5	-9	8	-1	-20	91*	-4	4	-7	-3	0
NC(=O)CC(NC(=O)Cc1cccc2ccccc12)c1ccc(N2CCC(N3CCCC3)CC2)c([N+](=O)[O-])c1 (stereo not drawn)	2	0	3	21	-16	10	-8	4	13	1	-1
Cc1ccc(Cn2c(N3CCCCCC3)nc3c2c(=O)[nH]c(=O)n3C)cc1	-2	3	1	21	2	6	-7	-9	5	-2	2
Cc1ccc(S(=O)(=O)N2CC(=O)Nc3ccccc32)c(C)c1NS(C)(=O)=O	6	-4	-5	16	-2	-4	-17	6	2	7	2
COc1ccc(NC(=O)c2ccccc2N(Cc2ccccc2)S(C)(=O)=O)cc1OC	7	3	5	15	14	-10	4	-4	36	5	2
CC(C)(C)n1nnnc1C(c1cccs1)N1CCN(Cc2ccc3c(c2)OCO3)CC1 (stereo not drawn)	21	-3	-22	-1	-13	-12	-7	-12	-9	-5	4
Cc1cc2occ(CC(=O)N(C)CC(=O)Nc3ccccc3C(F)(F)F)c2cc1C	5	-12	9	2	-30	-13	2	3	-1	-4	3
Cc1onc(-c2c(F)cccc2Cl)c1C(=O)NCc1cccs1	16	-11	3	2	0	12	-13	39	-1	-7	-2
CC(=O)Oc1ccccc1C(=O)NC(C)CCc1ccccc1 (stereo not drawn)	-3	12	7	1	2	0	27	6	-22	-2	1
CCOc1cccc(CNCc2cccnc2)c1OCc1ccccc1	3	3	-8	18	18	17	-9	2	1	-3	1
O=C(CC1C(=O)NCCN1Cc1cccc(F)c1)NCCCCCN1CCOCC1 (stereo not drawn)	-3	-1	1	4	-7	-2	-9	1	6	4	-1
O=C1CCCC(O)=C1N=Nc1ccc(Cl)c(Cl)c1	-7	10	-2	-19	6	-13	-6	-27	-17	1	3
CSc1ccc(S(=O)(=O)N(C)Cc2ccccc2)cc1	-1	4	-10	1	1	-24	5	-6	7	-8	0
c1cn(CC2(Cn3ccnc3)COC2)cn1	10	4	-1	10	-5	5	-5	-11	-13	4	-1
CCN(CC)C(=O)Cn1cc(C(=O)C(=O)NCc2cccs2)c2ccccc21	1	-7	1	1	-8	6	-7	2	-17	3	3
O=C(O)c1ccc(CSc2nnc(-c3ccco3)o2)cc1	7	1	2	20	-7	18	-6	8	-8	8	2
O=[N+]([O-])c1cc(-c2nc(-c3ccncc3)no2)cc([N+](=O)[O-])c1	-137	3	5	-114	-52	-10	-17	-13	-24	32	0
CC1=CC(C)(C)NC(=S)N1c1ccc(Cl)cc1	17	-1	2	18	-16	23	-11	6	-6	0	nt
COc1cccc(OC)c1C(=O)NNC(=O)c1cccnc1	9	-22	1	15	-11	-25	-8	1	-18	4	0
Cc1ccc2nc(Nc3ccccc3)c(/C=N/O)c(=O)n2c1	9	-6	1	-18	2	8	7	-13	4	-5	-1
CCOc1ccc(/C=N/NC(=O)c2nnn(-c3nonc3N)c2-c2cccs2)cc1	-19	-7	-33	-34	37	-15	13	-28	-18	-8	0
O=C(/C=C/c1ccccc1)Nc1cccc(C(=O)N2CCCC2)c1	-71	21	5	-75	-4	-1	-24	-11	-32	5	nt
CN(C)c1ccc(Nc2nc(-c3cccnc3)cs2)cc1	-66	67*	-37	-87	13	18	4	-20	-105	-10	-4

An excerpt; count on the stated rates, not on these rows.
